All columns: NCI-60 one-dose screen, growth in % after 48 h at 10 µM unless noted; 100 = growth as untreated, 0 = no growth, -100 = all killed.
NCI-H23: NCI-H23 lung cancer | 80,000 compounds, 4% hits | AID 1794731
SK-OV-3: SK-OV-3 ovarian cancer cells; 80,000 compounds, 3.2% hits; AID 1794785
COLO 205: COLO 205 colon cancer; 79,000 compounds, 7.3% hits
NCI-H322M: NCI-H322M lung cancer; 80,000 compounds, 2.7% hits; AID 1794733
NCI-H226: NCI-H226 lung cancer | 79,000 compounds, 3.5% hits | AID 1794732
NCI-H460: NCI-H460 lung cancer. 82,000 compounds, 6.8% hits. AID 1794736
NCI-H522: NCI-H522 lung cancer | 78,000 compounds, 8% hits
IGROV1: IGROV1 ovarian cancer | 79,000 compounds, 4.7% hits
NCI/ADR-RES: NCI/ADR-RES ovarian cells | AID 1794790 | 81,000 compounds, 4.4% hits
An asterisk follows results filed as active; / = no result given; & = joins results of further samples; [ ] = another dose, or the depositor's remark. How the source made its calls: active means growth percent below 10; inactive means the rest.

Structure	NCI-H23	NCI-H460	NCI/ADR-RES	SK-OV-3	NCI-H522	NCI-H226	NCI-H322M	COLO 205	IGROV1
COc1ccc(/C=C2\Oc3cc(C)c(Cl)c(C)c3C2=O)cc1	88.0	100.6	97.7	/	85.0	88.7	98.7	109.5	64.7
O=S(=O)(Oc1ccc(Cl)cc1Cl)c1ccccc1	90.9	106.1	98.3	97.1	87.8	103.3	107.4	116.9	89.6
COc1ccc(N=Nc2c(N)nn3c(-c4ccc(OC)c(OC)c4)c4c(N)c5c(nc4nc23)CCCC5)cc1	92.6	106.4	99.7	95.7	87.8	105.4	102.5	110.9	93.7
C=C(C)Cc1cc2c(cc1O)OCO2	89.7	106.5	96.9	94.2	97.9	100.8	115.2	113.6	114.4
O=C1/C(=C/c2ccc(O)c(O)c2)SC(=S)N1Cc1ccco1	72.1	34.7	58.0	99.3	32.3	95.0	89.2	109.8	53.3
CC(C)CC(NC(=O)C(O)C(N)Cc1ccccc1)C(=O)O (centres undefined)	95.6	110.8	105.8	100.3	71.3	106.1	101.1	107.9	105.6
C=C(C)[C@@H]1CC[C@]2(C(=O)NCCCCCN(CCCN)CCCN)CC[C@]3(C)[C@H](CC[C@@H]4[C@@]5(C)CC[C@H](O)C(C)(C)[C@@H]5CC[C@]43C)[C@@H]12	86.1[100 µM]	92.4[100 µM]	95.9[100 µM]	82.2[100 µM]	86.9[100 µM]	98.5[100 µM]	85.8[100 µM]	84.5[100 µM]	64.3[100 µM]
Nc1cc2c(cc1Cl)-c1ccccc1C2	100.6	106.4	105.9	107.3	96.5	93.2	97.3	107.0	96.4
Cn1[nH]c2[nH]c(=S)sc(=S)c2c1=O	108.0	110.3	108.2	104.5	98.1	92.0	105.8	111.0	104.8
CCCCn1c(O)c(N=Nc2nc(-c3cc4ccccc4oc3=O)cs2)c2ccccc21	87.4	92.8	99.3	107.4	90.9	92.9	99.8	110.4	92.8
CCOC(=O)c1c(C(F)(F)F)n([O-])c2ccc(OC)cc2[n+]1=O	30.3	18.7	31.3	23.8	-25.9*	47.4	58.0	31.1	24.2
Cc1ccc(OCC(=O)Nc2ccc(N3CCN(C(=O)c4ccco4)CC3)cc2)cc1	95.4	95.6	79.2	97.9	94.5	/	93.3	98.3	110.7
COc1ccc(NC(=O)c2sc3nc4c(cc3c2N)CN(Cc2ccccc2)CC4)cc1	93.0	92.4	96.9	91.4	89.2	79.1	68.0	79.6	85.4
Cc1nc2ccc(Nc3nc(Cl)nc(Nc4ccc(F)cc4)n3)cc2n1Cc1ccccc1	88.2	79.9	/	97.4	22.5	73.2	88.1	91.2	66.7
CC(=O)OCC1O[C@@H](OC(C)=O)[C@@H](NC(=O)NS(=O)(=O)c2ccc(CCNC(=O)c3ccc(Cl)cc3)cc2)C(OC(C)=O)[C@@H]1OC(C)=O (some centres undefined)	112.1	113.4	108.8	113.6	99.7	81.7	105.0	110.9	111.0
O=C(Nc1ccc(Oc2ccc(F)cc2)c(Cl)c1)c1cnccn1	65.6	28.0	40.8	100.5	54.2	74.4	82.2	69.3	62.6
COc1ccc(-c2cc(-c3ccc(Nc4ncnc5cc(Cl)ccc45)cc3)nc(N3CCOCC3)n2)cc1OC	80.8	85.3	87.6	/	89.4	90.2	106.2	93.4	81.3
COc1ccc(/C(C#N)=C/c2cc(OC)c(OC)c(OC)c2)cc1	62.3	16.9	20.7	47.6	15.8	70.6	59.7	24.3	44.9
O=C(CSc1nnc(-c2ccc(-c3nc4ccccc4[nH]3)cc2)o1)Nc1ccc(Br)cc1	1.3*	-55.2*	21.5	79.0	12.8	74.4	36.8	51.7	35.8
O=c1[nH]c2ccccc2cc1-c1nc2ccccc2[nH]1	86.5	66.1	101.8	63.5	55.6	63.5	68.5	85.7	21.3
COc1ccc(CCN2C(=O)/C(=C/C3=Cc4ccccc4OC3)SC2=S)cc1	110.4	119.9	109.3	103.6	100.8	107.7	107.6	117.0	109.1
COc1ccc(-c2cc(-c3ccc(OC)cc3)n(-c3ccc(-c4nnc(NCc5ccccc5)o4)cc3)n2)cc1	98.9	91.9	93.1	/	/	87.7	93.0	97.5	119.4
O=[N+]([O-])c1ccccc1CSc1nnc(-c2ccncc2)o1	102.6	111.1	106.3	89.4	75.3	95.2	95.5	/	99.8
COc1ccc(OC)c(-c2nc3ccc(C(=O)NN4C(=O)c5ccccc5C4=O)cc3[nH]2)c1	96.8	100.9	101.9	115.0	88.4	96.2	96.7	111.6	105.4
NC1=NNC(c2cccc(O)c2)C1c1ccc(Cl)cc1 (centres undefined)	98.5	108.7	101.4	95.8	71.5	89.1	106.7	119.0	87.0
O=C1CC(c2ccc(O)cc2)Oc2cc(O)cc(O)c21 (centres undefined)	148.8&101.3	114.4&100.2	144.3&107.8	117.4	114.8&96.0	108.2	125.4&108.7	130.7	113.8
CSc1[nH]c(=O)ncc1F	100.5	106.1	99.3	118.8	100.2	99.7	97.8	109.7	109.6
CCC/C=C/C=N/NC(=S)NCc1ccccc1	99.7	101.1	103.4	61.1	65.3	92.6	96.1	92.1	98.8
NNc1cccc([N+](=O)[O-])c1	/	108.4	76.3	/	61.4	102.9	89.0	110.4	83.0
O=C1Nc2ccccc2Cc2ccccc21	102.2	113.4	110.0	102.0	82.7	104.6	101.9	107.1	108.9

As a working copy, part of the list above.
Structure	NCI-H23	NCI-H460	NCI/ADR-RES	SK-OV-3	NCI-H522	NCI-H226	NCI-H322M	COLO 205	IGROV1
CC(=O)OCC1O[C@@H](OC(C)=O)[C@@H](NC(=O)NS(=O)(=O)c2ccc(CCNC(=O)c3ccc(Cl)cc3)cc2)C(OC(C)=O)[C@@H]1OC(C)=O (some centres undefined)	112.1	113.4	108.8	113.6	99.7	81.7	105.0	110.9	111.0
O=C(Nc1ccc(Oc2ccc(F)cc2)c(Cl)c1)c1cnccn1	65.6	28.0	40.8	100.5	54.2	74.4	82.2	69.3	62.6

(next part)
Structure	NCI-H23	NCI-H460	NCI/ADR-RES	SK-OV-3	NCI-H522	NCI-H226	NCI-H322M	COLO 205	IGROV1
O=S(=O)(Cc1ccc(Cl)cc1Cl)c1ccc(Cl)cc1	50.2	18.4	-8.6*	9.2*	-5.6*	69.3	50.3	8.9*	36.1
OCCN1CCNCC1	94.3	111.6	105.7	101.0	86.8	103.0	106.8	107.9	110.5
CC(C)=CCC[C@](C)(O)[C@@H]1CC=C(C)CC1	105.7	103.5	106.7	104.1	93.2	101.8	103.1	104.8	104.8
CC(=O)Nc1cc([N+](=O)[O-])ccc1OCc1ccccc1	97.0&102.1	103.0&113.7	98.5&100.9	111.6&102.4	92.6&92.9	104.2	99.2&105.2	108.1&104.4	105.2&88.0
N#Cc1c(-c2ccc(Br)cc2)cc(-c2cc(=O)oc3ccc(Cl)cc23)c(C#N)c1N	86.5	96.9	77.1	74.0	30.3	85.6	88.1	87.2	78.0
Cc1ccc(S(=O)(=O)OCCO)cc1	103.1	113.6	99.0	101.6	91.8	104.1	100.0	113.3	99.1
CC(C)C[C@H](NC(=O)OCc1ccccc1)C(O)C1CC1C(=O)C1CO1 (some centres undefined)	95.7	100.7	101.7	105.5	96.6	100.1	93.4	117.0	100.2
COC(=O)N1C2c3ccccc3C(c3ccccc32)N1C(=O)OC	108.0	109.0	104.5	99.8	91.1	89.2	104.2	101.3	108.0
Cc1nc(Nc2nc3ccccc3s2)[nH]c(=O)c1CCO	92.1	102.4	104.3	95.2	93.9	103.3	82.4	102.4	63.4
COc1cc(OC)c(/C=C/C(=O)c2c(OC)cccc2OC)c(OC)c1	-22.0*	9.7*	-22.1*	21.7	-22.7*	47.3	1.3*	-13.4*	-1.4*
Cc1c(C(=O)NO)sc2ncnc(Nc3ccc(F)c(Cl)c3)c12	95.7	101.5	99.6	114.5	88.2	103.2	107.7	112.3	103.9
NS(=O)(=O)Oc1ccc(C(=O)NC23CC4CC(CC(C4)C2)C3)cc1	106.2	107.3	103.7	/	93.8	/	109.0	/	102.3
O=C(N/N=C/c1ccc2c(c1)OCO2)c1cnn2c1NC(c1ccccc1)C2 (centres undefined)	57.1	30.1	55.6	/	45.7	/	59.6	/	51.5
CC(=O)Nc1cccc(-c2nc3cc(-c4ccc(O)cc4)ccc3n2C)c1	48.8	55.4	65.2	77.5	26.7	49.8	67.1	56.5	51.7
C=CCc1ccccc1OCC(O)CNC(C)C (centres undefined)	96.3	109.0	95.2	85.0	/	93.4	/	100.6	115.6
C=C1C(=O)O[C@H]2[C@H]1CC/C(C=Nc1ccc(OC)c(C(N)=O)c1O)=C\CC[C@@]1(C)O[C@@H]21	86.8	102.3	95.2	88.2	24.9	88.4	92.0	35.6	71.9
CCCCCCCCCCCCCCCCOC(=O)c1ccccc1O	108.6	111.3	111.5	105.8	104.1	101.2	104.1	126.0	108.9
COc1ccccc1NC(=O)/C=C\C(=O)O	109.3	101.1	109.4	116.0	91.9	104.9	103.0	117.4	102.6
CCCCN(CCCC)CCOC(=O)Nc1ccccc1Cl	95.7	98.4	102.4	100.1	60.2	88.1	98.3	/	95.9
NC(=S)SCCC(=O)O	107.8	104.9	/	103.4	95.8	104.4	105.1	111.9	89.9
CCn1c2c(c3ccccc31)CCSC2(C)CCN(C)C (centres undefined)	103.4	100.7	99.0	105.8	94.0	117.5	128.7	98.1	/
O=C1OC(c2ccc(-c3ccccc3)cc2)=C/C1=C/c1cccc([N+](=O)[O-])c1	95.3	102.1	104.9	97.3	89.2	93.4	103.8	109.4	40.8
O=C(Nc1cccc2[nH]c(C(F)(F)F)nc12)c1cc(Cl)ccc1Cl	-3.6*	17.2	9.8*	47.9	-13.2*	34.4	45.9	24.6	35.8
O=C1CCCCC1C(O)(C(=O)c1ccccc1)c1ccccc1 (centres undefined)	96.4	95.9	100.2	101.2	81.6	94.6	105.8	96.5	98.2
CC(=O)NC(CCC(=O)c1ccc(Cl)cc1)(C(=O)O)C(=O)O	100.7	107.1	102.0	95.3	79.7	91.1	98.7	106.2	110.4
O=C1NC(=O)c2ccc3c4c(ccc1c24)C(=O)NC3=O	87.5	83.9	150.1	118.1	81.0	87.4	90.6	128.4	46.1
CSCCC(O)C(=O)O (centres undefined)	101.7	105.7	105.9	100.0	66.5	100.7	99.0	105.7	107.9
CC(=O)c1nn(-c2ccccc2)/c(=N/N=Cc2cn(-c3ccccc3)nc2-c2cc3ccccc3oc2=O)s1	108.9	116.6	106.6	105.8	95.6	105.0	93.2	116.5	107.1
C=C1C(=O)O[C@H]2[C@H]1CC/C(CNC(=O)c1c[nH]c3ccc(F)cc13)=C\CC[C@@]1(C)O[C@@H]21	14.2	85.7	56.3	81.7	-73.9*	25.9	82.9	-78.6*	41.7
O=C(Nc1nc2ccccc2s1)c1ccc(Cc2n[nH]c(=O)c3cccnc23)cc1	97.0	103.5	105.5	103.1	93.8	101.2	/	115.4	95.3

Full records as entered above. Values in the order: NCI-H23	NCI-H460	NCI/ADR-RES	SK-OV-3	NCI-H522	NCI-H226	NCI-H322M	COLO 205	IGROV1
CC(=O)NC(CCC(=O)c1ccc(Cl)cc1)(C(=O)O)C(=O)O is entered as 100.7	107.1	102.0	95.3	79.7	91.1	98.7	106.2	110.4
N#Cc1c(-c2ccc(Br)cc2)cc(-c2cc(=O)oc3ccc(Cl)cc23)c(C#N)c1N is entered as 86.5	96.9	77.1	74.0	30.3	85.6	88.1	87.2	78.0
CSc1[nH]c(=O)ncc1F is entered as 100.5	106.1	99.3	118.8	100.2	99.7	97.8	109.7	109.6
CC(=O)OCC1O[C@@H](OC(C)=O)[C@@H](NC(=O)NS(=O)(=O)c2ccc(CCNC(=O)c3ccc(Cl)cc3)cc2)C(OC(C)=O)[C@@H]1OC(C)=O (some centres undefined) is entered as 112.1	113.4	108.8	113.6	99.7	81.7	105.0	110.9	111.0
CCC/C=C/C=N/NC(=S)NCc1ccccc1 is entered as 99.7	101.1	103.4	61.1	65.3	92.6	96.1	92.1	98.8

Additional entries
Structure	NCI-H23	NCI-H460	NCI/ADR-RES	SK-OV-3	NCI-H522	NCI-H226	NCI-H322M	COLO 205	IGROV1
C=CC[N+]1(CCO)CCN=C1CCCCCCCCCCCCC (centres undefined)	-86.7*	-85.8*	-62.0*	-48.6*	-82.6*	3.5*	73.9	-91.4*	-82.0*
CO[C@@]1(NC(=O)CSCC#N)C(=O)N2C(C(=O)O)=C(CSc3nnnn3C)CSC21 (some centres undefined)	104.1	114.6	104.6	118.9	101.5	103.2	95.2	108.6	98.5
C1=C(c2ccccc2)n2cnc3ncnc-3c2NN1	90.0	98.6	80.1	35.3	55.6	85.0	93.6	98.0	100.6
Cc1ccc2cc3c(nc2c1)Nn1c(nnc1-c1ccc[nH]c1=S)SC3	96.3	109.8	96.8	91.1	82.1	89.9	108.1	118.0	99.3
NC=NCC(=O)O	100.0	104.1	101.7	113.9	85.6	99.4	101.6	111.7	107.2
O=C(Nc1ccc(S(=O)(=O)Nc2ccccn2)cc1)Nc1ccc(Cl)c(C(F)(F)F)c1	61.4	33.2	78.4	80.6	46.6	75.2	72.5	86.7	74.9
CCCCCCCn1cc2c(Nc3cccc(Br)c3)ncnc2n1	/	96.0	95.3	118.5	96.2	106.4	109.1	124.7	97.9
COc1cc2c(c(OC)c1OC)CCC(c1cccc(NC(=O)c3ccc(C#N)cc3)c1)O2 (centres undefined)	71.8	94.2	71.4	89.1	57.2	71.2	88.9	92.1	85.0
COc1cc2cc(CNc3ccc(Nc4nccc(-c5ccc(Cl)cc5)n4)cc3)c(=O)[nH]c2cc1OC	97.6	98.8	104.3	107.5	73.3	95.7	89.0	92.5	101.8
O=C(Nc1cn[nH]c1-c1nc2ccc(CN3CCOCC3)cc2[nH]1)NC1CC1	23.5	34.4	76.3	-6.0*	11.5	6.4*	37.6	-39.0*	9.5*
COc1cc2oc(-c3ccc(NC(=O)c4cccc(Br)c4)cc3)cc(=O)c2c(O)c1OC	95.4	104.1	99.6	96.8	91.6	101.7	90.1	100.1	99.1
